Screening data from PubChem.
Casp6 inh = blocks human caspase-6 cleavage activity; inhibition, % at 12.5 µM; 0.53% of 350,000 active; P55212; purified caspase-6, Z-VEID-R110 cleavage fluorescence;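 active = mean inhibition across replicates at least about 35%, with every replicate also reaching that limit, limit read from the data; inconclusive = only one of the two criteria met; inactive = neither criterion met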;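 also: 0% = median of neutral control wells and 100% = no fluorescence left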
ARNT-TACC3 inh = disruptors of human ARNT/TACC3 interaction; AID 623870; 0.66% of 390,000 active; Q9Y6A5; inhibition, % at 9.99 µM; AlphaScreen His-ARNT PAS-B/GST-TACC3 binding, luminescence; TACC3 fragment carries E629A point mutation;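 active = mean inhibition of replicates at least 50% and at least half of replicates each reaching 50%; inconclusive = half or more replicates reach 50% but mean below 50%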;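 also: 0% = complete ARNT plus TACC3 wells and 100% = ARNT alone without TACC3; many hits fall short of the cut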
ERp5 block = ERp5 (human) disulfide isomerase inhibition; ERp5 insulin aggregation, absorbance 650 nm, 90 min; AID 651711; Q15084; 0.05% of 350,000 active; inhibition, % at 9.99 µM;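 active = mean replicate inhibition above about 25%, with every replicate also reaching it, limit read from the data, passing the limit was not always enough; inconclusive = only one of those two criteria met; inactive = neither criterion met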
E-sel inducer = E-selectin induction on HUVECs | HUVEC E-selectin immunofluorescence imaging; normalized: neutral wells 0, TNF-alpha wells 100 | activation, % at 7.58 µM | 0.37% of 260,000 active;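 active = mean E-selectin-positive cell signal at least 10% of the positive control, reached in at least 60% of replicates, without over 20% cell loss; inconclusive = no rule given, readout overlaps actives, possibly toxicity-flagged; inactive = the rest, including those meeting only one limit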;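 also: in these data hits start at about 27%; measured in HUVEC primary endothelial cells; signal is the percent of cells scored E-selectin positive by PE staining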
Target sequence (P16581 whole entry, looked up): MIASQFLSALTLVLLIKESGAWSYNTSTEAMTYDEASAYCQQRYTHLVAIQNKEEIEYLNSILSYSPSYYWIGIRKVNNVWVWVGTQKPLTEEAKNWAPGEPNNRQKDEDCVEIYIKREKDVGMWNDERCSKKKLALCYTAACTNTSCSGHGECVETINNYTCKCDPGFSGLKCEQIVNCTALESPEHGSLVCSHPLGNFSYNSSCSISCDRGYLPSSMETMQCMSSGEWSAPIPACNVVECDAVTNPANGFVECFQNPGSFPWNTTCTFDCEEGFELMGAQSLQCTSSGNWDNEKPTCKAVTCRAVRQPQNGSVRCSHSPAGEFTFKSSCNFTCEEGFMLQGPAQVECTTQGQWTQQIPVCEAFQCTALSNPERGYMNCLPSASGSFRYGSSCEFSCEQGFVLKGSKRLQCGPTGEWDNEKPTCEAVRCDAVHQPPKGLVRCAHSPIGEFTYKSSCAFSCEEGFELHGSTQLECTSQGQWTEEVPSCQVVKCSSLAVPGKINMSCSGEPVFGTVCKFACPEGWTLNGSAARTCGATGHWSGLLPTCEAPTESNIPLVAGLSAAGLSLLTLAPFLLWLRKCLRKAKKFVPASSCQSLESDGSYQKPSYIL
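Read-out: % PE-positive cells | Test system: HUVEC | Doses: One compound dose added by pin transfer | Buffer or medium: EGM-2 over gelatin coat | Signal: Immunofluorescence imaging | Benchmarks: TNF-alpha, DMSO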
PglD inh = PglD (C. jejuni) enzyme inhibition | 0.098% of 360,000 active | purified PglD enzyme, DTNB colorimetric CoA detection | inhibition, % at 12.5 µM; in the data active = inhibition above about 16%, passing the limit was not always enough; inconclusive = no clear call, values can overlap the other calls; also: strong numbers were not always called active
RAD54 inh = blocks human RAD54 Holliday junction branch migration; FAM/BHQ fluorescence; 0.14% of 360,000 active; AID 602329; inhibition, % at 10.4 µM;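 active = mean normalized replicate activity at least 40 and at least half of replicates scoring 40 or more; inconclusive = only one of the two criteria met; inactive = mean below 40 and under half of replicates reaching 40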;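 also: 0% = median of neutral control wells and 100% = median of positive control wells; inhibitors cause a drop in the FAM fluorescence signal; in these data hits start at about 50%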
RAD52 anneal inh = RAD52 (human) annealing inhibition; recombinant RAD52 DNA annealing, FRET fluorescence; 0.46% of 360,000 active; AID 651710; inhibition, % at 18.7 µM; P43351;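 active = every replicate showing at least 50% inhibition; inconclusive = mean inhibition at least 50% but not in every replicate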
Target sequence (P43351 whole entry, looked up): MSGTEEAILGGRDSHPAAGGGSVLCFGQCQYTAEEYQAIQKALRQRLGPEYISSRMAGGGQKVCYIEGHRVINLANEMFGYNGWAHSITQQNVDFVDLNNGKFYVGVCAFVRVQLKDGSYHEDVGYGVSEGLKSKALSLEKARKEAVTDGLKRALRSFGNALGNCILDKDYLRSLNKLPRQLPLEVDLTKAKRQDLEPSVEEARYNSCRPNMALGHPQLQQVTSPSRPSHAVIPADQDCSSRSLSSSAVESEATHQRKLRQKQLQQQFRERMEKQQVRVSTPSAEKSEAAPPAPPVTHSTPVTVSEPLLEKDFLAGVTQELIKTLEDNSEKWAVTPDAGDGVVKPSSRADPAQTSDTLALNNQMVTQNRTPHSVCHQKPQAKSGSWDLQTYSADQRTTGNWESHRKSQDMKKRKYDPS
esBAF inh = inhibitors of esBAF chromatin remodeling in mouse ES cells; Bmi1-luciferase knock-in reporter, 24 h; 100% = twice the neutral-well signal; reporter increase, % at 12.5 µM; 2% of 350,000 active; in the data active = activation above about 40%; inconclusive = no clear call, values can overlap the other calls;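 also: 0% = median of the plate's neutral control wells and 100% = double that signal; a rise in the Bmi1 reporter signal indicates esBAF inhibition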
An asterisk follows results filed as active; ? = inconclusive; . = no result given.

smiles | Casp6 inh | ARNT-TACC3 inh | ERp5 block | E-sel inducer | PglD inh | RAD54 inh | RAD52 anneal inh | esBAF inh
O=C(c1cccs1)N1CCN(S(=O)(=O)c2ccccc2)CC1 | . | -11.3 | . | . | -3.1 | -2.3 | . | -6.3
CCNC(=O)[C@@H]1[C@@H](CO)[C@@H]2Cn3c(ccc(-c4ccc(F)cc4)c3=O)[C@H]1N2C(C)=O | 7.5 | 11.5 | -1.8 | 0.6 | 1.5 | 10.6 | -2.0 | 2.4
CC(=O)Nc1cc(C(=O)N(C)Cc2ccccc2)ccc1S(=O)(=O)c1ccc(C)cc1 | 1.5 | 2.4 | 1.5 | -0.2 | . | . | -4.5 | .
CN(C)/C=C/C(=O)c1ncc(C(F)(F)F)cc1Cl | -1.9 | -2.3 | -0.5 | 3.0 | . | . | 0.7 | .
CN1C(=O)C2(C(C#N)=C(N)Oc3n[nH]c(-c4ccc(Cl)cc4)c32)c2ccccc21 (stereo unspecified) | -5.8 | . | -2.6 | . | -1.9 | -3.4 | 0.3 | -3.6
C=CCc1cccc(CNc2cnc3ccccc3c2)c1O | -0.6 | -2.3 | 0.4 | -1.0 | 0.6 | -3.3 | -37.5 | -38.9
COCC(=O)Nc1ccc2c(c1)C(=O)N(C)C[C@@H](OC)[C@H](C)CN(C(=O)Cc1ccccn1)[C@@H](C)CO2 | -0.6 | 10.7 | 1.2 | 0.0 | -1.3 | -4.2 | -21.7 | -6.0
O=C(N[C@H]1C=C[C@H](CC(=O)N2CCc3ccccc3C2)O[C@@H]1CO)C1CCC1 | -3.4 | 10.0 | -3.0 | 0.0 | 3.8 | -1.9 | -4.1 | -5.3
Cc1ccc(S(=O)(=O)N(C)C[C@@H]2Oc3ccc(NS(=O)(=O)c4c(C)noc4C)cc3CC(=O)N([C@H](C)CO)C[C@H]2C)cc1 | 0.5 | -6.2 | 5.6 | -0.3 | -6.1 | 3.8 | 13.6 | -3.9
COc1ccc(S(=O)(=O)NCC(=O)N(CC(=O)NCc2ccco2)Cc2ccccc2)cc1 | 1.4 | -10.2 | 2.9 | -0.2 | -3.0 | 0.7 | -1.0 | -5.4
COc1ccc(-c2nc3n(n2)C(c2ccccc2Cl)C(C(N)=O)=C(C)N3)cc1 (stereo unspecified) | 0.3 | 1.3 | 5.3 | -0.1 | -4.4 | -1.2 | -11.3 | -1.4
Cc1ccc(N2C(=O)C3CC3C2=O)cc1 (stereo unspecified) | 0.4 | . | 4.3 | . | 5.8 | -1.6 | -22.9 | -9.5
N#C[C@@H]1[C@@H](c2ccc(C#Cc3cccc(F)c3)cc2)[C@H](CO)N1C(=O)C1CC1 | -0.2 | -0.3 | 4.6 | -0.3 | -6.0 | -0.5 | -5.5 | 9.7
Cc1ccccc1CN1CCC(C(=O)Nc2ccc(Oc3cccnc3)cc2)CC1 | -2.3 | 0.6 | 4.2 | . | -3.2 | 5.2 | -23.6 | -14.8
CCOC(=O)Cn1nnc(-c2ccc(OCC(C)C)cc2)n1 | 0.8 | -4.0 | -4.6 | . | -3.3 | -1.6 | -8.1 | -1.4
O=C(CN1C(=O)CC(c2ccccc2)=Nc2ccccc21)NC1CCCCC1 | . | 1.7 | . | -0.5 | 2.2 | -1.6 | . | -8.1
Cc1cccc(NS(=O)(=O)c2ccc(C(=O)NCCCN3CCCC3=O)cc2)c1C | -2.2 | 1.4 | 3.1 | 0.2 | . | . | -12.5 | 2.9
O=[N+]([O-])c1ccc(P(=O)(Cc2ccccc2)c2ccccc2O)cc1 (stereo unspecified) | 1.9 | 2.0 | 3.9 | 0.7 | -8.3 | -7.0 | -5.1 | -2.3
Cc1cccc(NC(=O)CSc2nc(C3CC3)nc3ccccc23)c1 | 1.2 | -5.8 | -0.3 | 1.1 | 3.4 | -6.3 | -0.7 | 1.0
O=C1c2ccccc2C(=O)N1N=Cc1ccc2c(c1)OCO2 | 1.3 | . | 0.1 | 0.2 | . | . | -9.4 | .
O=C(CCCCCNc1nc(=S)[nH]c2ccccc12)NCc1ccccc1Cl | -9.4 | . | -6.9 | 0.7 | . | . | -7.8 | .
COc1ccc(CN(C)C[C@H]2OCCCC[C@@H](C)Oc3ccc(NC(=O)NC(C)C)cc3C(=O)N([C@@H](C)CO)C[C@@H]2C)cc1 | 0.8 | 26.0 | 0.5 | 0.4 | -0.3 | 3.3 | 13.6 | -7.7
COc1cc(CC(=O)NCCc2ccc(S(N)(=O)=O)cc2)cc(OC)c1OC | . | 4.4 | . | . | 7.2 | -16.0 | . | 0.9
Cc1[nH]c2ccc(C(=O)NC3CCCC3)cc2c1C | -2.4 | . | 2.5 | 0.4 | -0.3 | -6.4 | -45.1 | 27.7
C=CCOC(=O)C1=C(C)NC(=O)NC1c1ccc(N(C)C)cc1 (stereo unspecified) | -3.2 | -3.3 | -2.5 | . | -7.4 | 0.6 | -25.0 | -1.5
C[C@@H]1CN([C@@H](C)CO)C(=O)Cc2cc(NC(=O)Nc3ccc(C(F)(F)F)cc3)ccc2O[C@@H]1CN(C)C(=O)Nc1ccc(F)cc1 | -4.9 | 17.5 | 3.7 | 0.3 | 2.3 | 4.2 | 2.2 | 1.5
O=c1c(Cc2ccccc2)c(O)ccn1Cc1ccc2c(c1)OCO2 | -2.1 | -7.4 | 2.7 | . | . | . | -14.8 | .
COCCNC(=O)c1ccc(N2CC3CC(C2)c2cccc(=O)n2C3)c(NC(=O)c2cc(OC)cc(OC)c2)c1 (stereo unspecified) | 4.3 | -1.0 | 5.5 | ? | -3.2 | -13.1 | -4.0 | 7.1
O=C(O)C(Cc1ccccc1)N1C(=O)c2cccc3cccc(c23)C1=O (stereo unspecified) | -0.8 | -6.7 | -0.5 | . | . | . | -15.3 | .
COc1ccc(C2=Nn3c(nnc3-c3cccnc3)SC2)cc1 | -0.9 | 17.4 | 8.5 | . | -0.6 | -9.0 | -7.9 | 11.6
Cc1ccc(S(=O)(=O)NCC(C)n2nc(C)cc2C)cc1 (stereo unspecified) | 1.6 | -5.0 | -0.9 | -0.2 | 0.3 | -0.3 | -10.5 | -3.1
O=C(O)CCN1CC2([N+](=O)[O-])CC=C(OCCO)C([N+](=O)[O-])(C1)C2 (stereo unspecified) | 1.0 | -7.7 | 5.5 | . | -4.1 | -4.7 | -6.0 | -12.7
O=C(NC(=S)Nc1ccccc1N1CCN(C(=O)c2ccccc2)CC1)c1ccccc1F | -0.1 | -3.3 | 11.0 | -0.2 | -1.8 | 0.4 | -21.7 | 6.4
O=C(C[C@@H]1CC[C@@H]2[C@H](COC[C@H](O)CN2Cc2cc(F)ccc2F)O1)NCc1ccc(Cl)cc1 | . | -3.1 | . | 0.0 | -4.3 | 15.7 | . | 1.7
Cc1onc(-c2ccccc2)c1-c1ccnc(N)n1 | -2.7 | 2.5 | 4.2 | . | . | . | -18.3 | .
Cc1ccc(S(=O)(=O)Nc2ccccc2C(=O)Nc2sccc2C(=O)NN(C)C)cc1 | -0.7 | 4.9 | -4.6 | -0.7 | -4.8 | -7.3 | -12.1 | 13.1
Cc1ccc(C)c(NC(=O)C(=O)NCc2ccccn2)c1 | 6.7 | . | 3.4 | . | -1.5 | 2.2 | -5.8 | -11.8
O=C(O)c1ccc(CSc2ccccn2)cc1 | -2.2 | -27.5 | ? | 0.0 | . | . | -19.2 | .
OC[C@@H]1[C@@H](c2ccccc2)C2(CN(Cc3nccs3)C2)N1CCC(F)(F)F | -0.1 | . | -4.4 | -0.1 | . | . | -0.1 | .
CN(C)c1cccc(NC(=O)C2Cc3c(-c4cccnc4)ccnc3O2)c1 (stereo unspecified) | -0.3 | . | 1.5 | 0.0 | -6.9 | 0.0 | -6.3 | 0.1
COc1ccccc1S(=O)(=O)NCc1ccc(C(=O)NC(C)c2ccccn2)cc1 (stereo unspecified) | -1.2 | -1.8 | 1.6 | . | 5.2 | 5.2 | 3.1 | 0.0
Cc1ccc2[nH]cc(S(=O)(=O)c3ccc(C(C)C)cc3)c(=O)c2c1 | 2.1 | 12.8 | -0.4 | -0.1 | -2.1 | 6.5 | -6.2 | -7.5
CCc1c(-c2ccc(OC)cc2)ncn1Cc1cccc(-c2ccccc2)c1 | -2.1 | . | 3.1 | -0.3 | . | . | -13.9 | .
CN(C)c1cccc(C(=O)OCC(=O)NC2CCCC2)c1 | 2.5 | -3.2 | 4.0 | . | 9.4 | -14.8 | -5.8 | 1.0
CO[C@@H]1CN(C)C(=O)c2ccc(NS(=O)(=O)c3ccccc3)cc2OC[C@@H](C)N(Cc2ccccn2)C[C@H]1C | 0.0 | 12.1 | -1.9 | 0.9 | 0.7 | -6.4 | -14.5 | -2.6
COc1ccc(OC)c(S(=O)(=O)NC(C)c2ccc(-n3ccnc3)cc2)c1 (stereo unspecified) | -0.5 | -11.0 | 0.4 | -1.5 | 10.0 | 2.4 | -6.4 | -4.4
CCOC(=O)C1CCN(S(=O)(=O)c2ccc(CN3C(=O)c4cccnc4C3=O)cc2)CC1 | 0.2 | 10.5 | 10.7 | . | . | . | -29.5 | .
C=CCn1c(SCC(=O)O)nnc1-c1ccc(C(C)(C)C)cc1 | . | -5.8 | . | . | -2.1 | -4.8 | . | 4.0
C=CCn1c(NCCO)nc2sc3c(c2c1=O)CCC3 | 2.4 | -3.7 | 8.1 | . | -3.2 | 9.7 | -40.4 | -13.6
CCc1c(-c2ccccc2)[n+](=O)c2c(n1[O-])CCC2 | -0.4 | -6.9 | -2.4 | 1.0 | -3.1 | 7.5 | -24.0 | .
O=C1NC[C@H](Cc2ccccc2)N(C[C@@H]2CCCN2C[C@H](Cc2ccccc2)N2C[C@H](Cc3ccccc3)N(CC3CCCCC3)C(=O)C2=O)C1=O | 0.3 | . | 8.7 | -9.1 | -3.5 | 6.2 | -238.1 | -1.3
O=C1CCC/C=C/C[C@@H](CC(=O)N(CCO)Cc2ccccc2)C(=O)NC[C@@H](c2ccccc2)O1 | 1.0 | 8.6 | -5.6 | -0.1 | 1.4 | -4.1 | -2.4 | -2.5
O=C(CNc1ccccc1F)Nc1cc(S(=O)(=O)N2CCCCC2)ccc1Cl | 8.8 | 3.2 | 5.6 | 1.4 | -4.9 | 3.0 | -13.4 | 4.2
CO[C@@H](CN(C)C(=O)C1CCOCC1)[C@@H](C)CN(C(=O)Nc1ccc(C(F)(F)F)cc1)[C@@H](C)CO | -2.1 | 3.1 | -0.8 | 0.1 | 0.3 | 1.6 | -3.2 | -1.3
Cc1ccc(C)c(NC(=O)CCN2CCC(C)CC2)c1 | 2.6 | -7.5 | 2.9 | -0.1 | 4.4 | 12.7 | -6.0 | -3.8
Nc1cccc(CCc2nc3ccccc3[nH]2)c1 | -1.4 | -1.6 | 4.0 | . | -3.0 | -3.3 | -29.5 | .
CC(C)c1ccc(N(CC(=O)N/N=C/c2ccc(OC3CSC3)cc2)S(=O)(=O)c2ccccc2)cc1 | -2.7 | -1.3 | -6.0 | 0.1 | . | . | -7.9 | .
COc1ccc2c(c1)CCc1c(C(=O)NCCc3ccc(OC)c(OC)c3)noc1-2 | . | -1.6 | . | . | 6.6 | -3.4 | . | -5.7
